TAAR1 ag = human TAAR1 agonists, primary screen, Fluo-8 calcium fluorescence, CHO RD-HGA16 cells. Trace amine-associated receptor 1 (Homo sapiens), Q96RJ0. vehicle wells 0%, saturating PEA agonist 100%. activation, % at 3 µM. 0.99% of 360,000 active. AID 624467, 2012;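 active = activation above the mean activation of all test compounds in the run plus 3 SD, cut at about 38% in these data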
Target sequence (Q96RJ0 whole entry, looked up): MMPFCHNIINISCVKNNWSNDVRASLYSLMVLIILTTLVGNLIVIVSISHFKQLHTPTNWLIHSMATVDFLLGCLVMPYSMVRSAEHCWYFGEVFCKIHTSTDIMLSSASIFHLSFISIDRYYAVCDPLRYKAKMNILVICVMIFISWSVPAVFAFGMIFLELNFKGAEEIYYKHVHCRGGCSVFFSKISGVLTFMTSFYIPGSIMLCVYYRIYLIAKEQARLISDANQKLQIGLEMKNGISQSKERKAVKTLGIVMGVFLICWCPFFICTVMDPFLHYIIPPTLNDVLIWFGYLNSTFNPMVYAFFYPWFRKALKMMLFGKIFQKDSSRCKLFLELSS
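Test system: RD-HGA16 (CHO) cells co-expressing Gα16 and hTAAR1 / Benchmarks: DMSO vehicle as 0%, PEA at EC100 as 100% / Repeats: no replicates (n 1) / Measure: % activation from peak over basal fluorescence ratio, DMSO-to-PEA scaled / Timing: 17-24 h plating, Fluo-8 75 min 37 °C, 30 min RT / Technique: kinetic Fluo-8 calcium fluorescence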
OXTR agonist = human OXTR agonists, primary screen, fluorescence, CHO-OTR cells, Fluo-8 calcium; 0.32% of 320,000 active; Oxytocin receptor (Homo sapiens), P30559; Fluo-8 calcium fluorescence; normalized: DMSO 0%, oxytocin 100%; activation, % at 3 µM;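 active = activation above the mean of all tested compounds plus 3 SD, cutoff set per screening run, cut at about 20% in these data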;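 note: peak over basal fluorescence ratio from a 100 s FLIPR kinetic read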
CHO parental Ca = ATP-evoked calcium signal inhibitors, parental CHO, primary screen, counter-screen for OX1R antagonist project, cell-based, fluorescence, Fluo-8 calcium dye. 0.63% of 330,000 active. parental CHO-K1, ATP-induced calcium, Fluo-8 fluorescence. inhibition, % at 5.6 µM. AID 463079, 2010;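 active = inhibition above that plate's mean sample inhibition plus 3 SD, cut at about 26% in these data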;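 note: 0% = ATP-challenged DMSO wells and 100% = DMSO wells without ATP; some compounds past the cut are filed as inactive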
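Assay system – parental CHO cells · Reagent – ATP stimulus · Detection – intracellular calcium via Fluo-8 no-wash fluorescent dye · Evaluation – percent inhibition of ATP-evoked calcium rise, normalized to controls · Controls – ATP wells versus no-ATP DMSO wells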
M1 antag = human M1 muscarinic receptor antagonists, primary screen, CHO-K1 cells, Fluo-8 calcium fluorescence, 1536-well; inhibition, % at 3 µM; Muscarinic acetylcholine receptor M1 (Homo sapiens), P11229; CHO-K1 hM1, ACh EC80 antagonist; AID 588852, 2011; 1.3% of 360,000 active;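 active = percent inhibition above its own plate's cutoff, namely the mean of that plate's compound wells plus 3 SD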;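 note: peak over basal fluorescence ratio during 140 s after agonist addition; 0% = ACh EC80 plus DMSO and 100% = DMSO alone without agonist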
CHRM1 PAM = human M1 muscarinic receptor positive allosteric modulators, primary screen, CHO-K1 cells, Fluo-8 calcium fluorescence, 1536-well; Muscarinic acetylcholine receptor M1 (Homo sapiens), P11229; activation, % at 3 µM; 0.088% of 360,000 active; CHO-K1 hM1, ACh EC20; 0% = ACh EC20, 100% = maximal ACh; in the data active = activation above about 19%, passing the limit was not always enough
TAAR1 antag = human TAAR1 antagonists, primary screen, Fluo-8 calcium fluorescence, CHO RD-HGA16 cells; Trace amine-associated receptor 1 (Homo sapiens), Q96RJ0; antagonist; inhibition, % at 3 µM; 1.5% of 360,000 active; AID 624466, 2012;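 active = inhibition above a per-plate cutoff, the mean inhibition of test compounds on that plate plus 3 SD, cut at about 49% in these data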;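 note: 0% = DMSO plus EC80 beta-PEA response and 100% = DMSO alone without agonist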
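Test system: RD-HGA16 CHO cells with stable hTAAR1 and Gα16 / Probe or stimulus: EC80 β-phenethylamine stimulus / Times: seeding 17-24 h prior, 75-min 37 °C, 30-min RT dye loading / Detection: Fluo-8 calcium-sensitive fluorescence / Read-out basis: % inhibition scaled between DMSO and EC80 PEA controls / Repeats: singlicate, one well per test compound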
M1 ag = human M1 muscarinic receptor agonists, primary screen, Fluo-8 calcium fluorescence, CHO-K1 cells, HTS. Muscarinic acetylcholine receptor M1 (Homo sapiens), P11229. CHO-K1 hM1, agonist mode; 0% DMSO, 100% acetylcholine EC100. activation, % at 3 µM. 0.33% of 360,000 active. AID 588814, 2011;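 active = activation above the run's mean compound activation plus 3 SD, cut at about 16% in these data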;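 note: peak over basal fluorescence ratio within a 140 s kinetic read after compound addition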
OXTR potentiate = human OXTR potentiators, primary screen, fluorescence, CHO-OTR cells, Fluo-8 calcium. Fluo-8 calcium fluorescence, potentiator mode; 0% = oxytocin EC15, 100% = EC100. activation, % at 3 µM. 0.061% of 320,000 active. AID 2445, 2010;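 active = activation above that plate's cutoff, the mean activation of tested compounds plus 3 SD, cut at about 6.6% in these data, passing the limit was not always enough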;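 note: 100% uses oxytocin at 75 nM as the full agonist control; some results filed as inactive read as strong as hits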
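System: human OTR in CHO cells; Also added: sub-maximal oxytocin, roughly EC15; Timing: compound 6 min at room temperature before oxytocin, 100 s read; Technique: Fluo-8 intracellular calcium fluorescence, ex 470-495, em 515-575 nm; Controls: oxytocin EC15 low and EC100 high; Replication: singlicate.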
V1R ag counter = agonists of human V1a receptor, primary screen, counter-screen for OXTR agonist project, fluorescence, CHO-V1R cells; activation, % at 3 µM; AID 2797, 2010; 0.25% of 320,000 active; Fluo-8 calcium fluorescence, agonist mode; 0% DMSO, 100% 3 nM vasopressin;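 active = activation above the mean activation of all tested compounds plus 3 SD, per screening run, cut at about 20% in these data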;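 note: signal is peak over basal fluorescence ratio across a 100 second FLIPR read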
Target sequence (P37288 whole entry, looked up): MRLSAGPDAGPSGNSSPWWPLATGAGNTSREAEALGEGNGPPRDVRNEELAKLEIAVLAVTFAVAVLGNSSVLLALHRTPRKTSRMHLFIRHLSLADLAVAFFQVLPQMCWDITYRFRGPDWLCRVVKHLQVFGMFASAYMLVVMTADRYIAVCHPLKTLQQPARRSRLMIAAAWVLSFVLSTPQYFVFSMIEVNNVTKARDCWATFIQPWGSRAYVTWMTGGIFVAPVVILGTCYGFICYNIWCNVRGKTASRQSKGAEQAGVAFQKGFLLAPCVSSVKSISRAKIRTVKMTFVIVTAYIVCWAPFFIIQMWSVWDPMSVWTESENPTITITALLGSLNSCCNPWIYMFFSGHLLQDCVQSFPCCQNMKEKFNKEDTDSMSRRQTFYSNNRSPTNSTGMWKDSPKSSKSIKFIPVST
Numbers without * were called inactive; . = not tested or not shown.

SMILES	TAAR1 ag	OXTR agonist	CHO parental Ca	M1 antag	CHRM1 PAM	TAAR1 antag	M1 ag	OXTR potentiate	V1R ag counter
OC(C#CCN1CCCCC1)c1ccccc1 (configuration not stated)	4	-0.2	-1	20	-7	-10	-5	-7	2.4
O=C(NNC(=S)NC(=O)c1ccccc1[N+](=O)[O-])c1ccc(Cl)cc1Cl	6	0.1	1	2	4	-11	-6	3	0.0
Cn1nnnc1SCC(=O)c1ccco1	5	1.9	6	-1	2	-7	-3	3	1.2
CCOc1cc(C(=O)Nc2ccccc2N2CCN(S(C)(=O)=O)CC2)cc(OCC)c1OCC	8	-2.0	-17	-7	5	21	-1	-6	0.7
COc1cccc(/C=C2\SC(=S)N(CCC(=O)NC3C=CS(=O)(=O)C3)C2=O)c1 (configuration not stated)	5	7.7	-27	-10	10	-8	-1	-13	8.4
CC(C)[C@H](NC(=O)c1c(F)cccc1F)C(=O)OCC(=O)NC(=O)NC1CCCC1	0	0.2	-11	-7	4	-11	1	-3	1.1
CC(=O)c1ccc(S(=O)(=O)N2CCCC(N(C)CCc3ccccc3)C2)cc1 (configuration not stated)	5	-0.2	-17	1	-6	-12	-8	-12	0.3
O=c1[nH]c(CSc2cccc[n+]2[O-])nc2ccccc12	5	0.9	-13	3	0	-22	-5	-1	-0.1
CN(CCOc1ccccc1)C(=O)C1CCC(=O)N(CCc2ccc(Cl)cc2)C1 (configuration not stated)	2	.	.	-1	0	-25	-2	.	.
Cc1cc(OCC(=O)NC2CCN(Cc3ccccc3)CC2)c2c(C)c(C)c(=O)oc2c1	.	-0.3	-16	6	3	.	-10	-5	-0.5
CCOc1ccccc1C(=O)OCC(=O)Nc1ccc(N2CCCCC2)cc1	2	-1.5	-9	-7	6	5	-2	-4	0.0
Cc1ccc(CNC(=O)CSc2nc3ccccc3[nH]2)cc1	3	-0.4	-14	-18	10	-12	-1	-5	-1.0
CCc1ccc(N(CC(=O)NC2CCCC2)C(=O)CCC(=O)Nc2cc(C)on2)cc1	1	-0.1	-26	-7	11	-3	-4	-3	0.1
CC(C)CNS(=O)(=O)c1ccc(CCC(=O)NCCC2=CCCCC2)cc1	21	0.1	-20	4	1	-3	-1	-1	0.7
COc1cc(NC(=O)Cc2ccc(F)cc2)cc(OC)c1OC	10	1.1	-13	-2	-5	34	-2	-5	4.0
CC1(OC(=O)C2CCCC2)C(=O)C=C2C=C(c3ccsc3)N(Cc3ccc4c(c3)OCO4)C=C2C1=O (configuration not stated)	3	-2.6	-22	3	-3	19	-13	4	-1.6
COCCNC(=O)C1CCCN(Cc2ccc(-c3ccccc3)cc2)CC1 (configuration not stated)	1	.	.	5	-9	-8	-9	.	.
O=C1NC(=S)NC(=O)C1=Cc1ccccc1C(=O)O	0	.	.	-9	4	-1	1	.	.
O=C(Cc1cccc2ccccc12)Nc1cc(Cl)ccc1C(=O)O	-1	-1.2	-3	-4	9	-28	-1	-3	0.6
Cc1c(C(=O)OCCOC(C)C)[nH]c2c1C(=O)CC(C)(C)C2	3	-1.6	-14	-4	1	-26	-2	-10	-0.1
COCCNC(=S)NCc1ccc2[nH]c3c(c2c1)CCCC3	3	1.9	-7	-7	4	-10	-7	-4	5.4
CCOC(=O)c1[nH]c2c(OCC)nc(OCC)nc2c1Br	2	.	.	-14	11	-31	-4	.	.
CC(=O)Nc1nnc(CCS(=O)(=O)c2ccc(C)cc2)s1	0	0.3	0	-2	15	-14	1	-4	-0.8
O=C(NCCc1cccc(C(F)(F)F)c1)C1CCC(=O)N(Cc2ccc(Cl)cc2)C1 (configuration not stated)	-1	-0.6	-23	-14	8	2	-4	-5	1.4

Pulled by structure from the list above (4):
SMILES	TAAR1 ag	OXTR agonist	CHO parental Ca	M1 antag	CHRM1 PAM	TAAR1 antag	M1 ag	OXTR potentiate	V1R ag counter
O=C(NNC(=S)NC(=O)c1ccccc1[N+](=O)[O-])c1ccc(Cl)cc1Cl	6	0.1	1	2	4	-11	-6	3	0.0
CC(=O)c1ccc(S(=O)(=O)N2CCCC(N(C)CCc3ccccc3)C2)cc1 (configuration not stated)	5	-0.2	-17	1	-6	-12	-8	-12	0.3
CCc1ccc(N(CC(=O)NC2CCCC2)C(=O)CCC(=O)Nc2cc(C)on2)cc1	1	-0.1	-26	-7	11	-3	-4	-3	0.1
COCCNC(=S)NCc1ccc2[nH]c3c(c2c1)CCCC3	3	1.9	-7	-7	4	-10	-7	-4	5.4

Going on with the list:
SMILES	TAAR1 ag	OXTR agonist	CHO parental Ca	M1 antag	CHRM1 PAM	TAAR1 antag	M1 ag	OXTR potentiate	V1R ag counter
CC(=Nc1ccccc1)C1=C(O)C(Cc2ccc(F)cc2)NC1=O (configuration not stated)	2	.	.	16	-14	-9	-9	.	.
Cc1[nH]c2ccccc2c1C(=O)C(=O)NCC1CCCO1 (configuration not stated)	1	0.9	8	-6	8	-23	-5	-3	0.5
CC(C)Nc1oc(Cc2cccc3ccccc23)nc1C#N	6	-0.3	-20	2	-5	4	-6	-6	0.9
CNC(=O)/C(C#N)=C/c1c(N(Cc2ccccc2)Cc2ccccc2)nc2ccccn2c1=O	23	2.9	-21	17	-8	15	-6	-7	2.1
Cc1[nH]c2ccccc2c1SCCNC(=O)c1ccc(S(=O)(=O)N2CCCC2)cc1	1	0.9	-1	-2	-2	6	-7	-4	2.5
O=C(Oc1cc2oc(=O)cc(-c3ccccc3)c2cc1Cl)C1CCCCC1	3	5.1	-6	-28	3	0	1	-14	2.9
O=C(CSCc1ccc(Br)cc1)Nc1ccc(S(=O)(=O)N2CCCCCC2)cc1	23	4.7	5	5	-10	22	1	-8	3.3
CCN(CC(=O)Nc1c(F)cccc1F)C(=O)c1cccc(-n2cnnn2)c1	4	.	.	1	-2	-10	-3	.	.
CCCCc1nc(SCC(=O)N2CCCCC2)c2c(=O)n(C)c(=O)n(C)c2n1	9	-3.0	-34	-5	1	37	-6	3	-1.0
CCOC(=O)C(C)Sc1nc(=O)n2ccccc2n1 (configuration not stated)	10	-0.6	0	1	-8	4	-7	-8	0.7
CC(=O)c1ccc(S(=O)(=O)Nc2ccc(C(=O)NCC(c3cccs3)N3CCOCC3)cc2)cc1 (configuration not stated)	1	1.0	-20	-14	4	15	-2	-8	1.8
CC(C(=O)N1CCN(Cc2ccccc2)CC1)n1ncn2cccc2c1=O (configuration not stated)	1	1.0	4	-5	4	-8	-2	1	0.7
CCC1(C)Cc2ccccc2-c2nc(NCCCO)n(-c3ccccc3)c(=O)c21 (configuration not stated)	21	5.7	-8	10	5	4	1	-17	4.2
CCOC(=O)c1sc(S(C)(=O)=O)c2c1CCc1conc1-2	-1	-0.9	-20	-21	14	-18	1	-3	0.0
Cc1cccc(C)c1NC(=O)N1CCC(C(=O)c2ccc(F)cc2)CC1	8	0.8	0	-6	7	-13	-9	-2	0.8
CC(=O)CC(C)(C)S(=O)(=O)c1ccc(Oc2ccc(S(=O)(=O)C(C)(C)CC(C)=O)cc2)cc1	6	12	2	6	-3	12	0	-14	11
COc1ccc(CCNCC(=O)Nc2ccc(OC(F)F)cc2)cc1	3	1.9	-6	-16	9	4	-4	-3	1.9
CC(C)C(=O)Nc1ccc2c(c1)C(=O)N(CCC(=O)O)C2=O	6	-0.2	-13	-1	1	-21	-1	-16	0.8
COc1cccc(C(=O)N2CCN(C(=O)c3ccc(-c4ccccc4)cc3)CC2)c1OC	3	1.9	-5	-5	5	-22	-4	-8	4.4
Cc1cc(Nc2ccccc2)n(CCOC(=O)COc2ccccc2)n1	3	0.1	-23	-8	7	-2	-2	-11	1.1
CCCCn1c(N)c(N(CCOC)C(=O)c2cc(-c3ccccc3Cl)nc3ccccc23)c(=O)[nH]c1=O	0	1.0	-24	-11	11	-23	1	0	0.0
Cc1ccc(OCCOCCn2cnc3ccccc3c2=O)c([N+](=O)[O-])c1	4	1.6	-13	-2	1	-10	-5	-2	3.3
O=C(NCc1ccco1)C(=O)NCC1OCCN1S(=O)(=O)c1cc(F)ccc1F (configuration not stated)	-1	-0.5	-4	-2	1	-23	16*	-3	-0.6
O=C(NNC(=O)c1ccc(Cl)c(Cl)c1)c1cccnc1	5	-0.3	-14	-15	7	-34	-2	-1	0.7
COc1cccc2c(=O)c(C/C=C(/C)Cl)c(C)[nH]c12	0	-0.9	-2	-7	5	-6	-4	-5	0.1
COCCN=C1OC(=O)N2C(=O)C3=C4[C@@H](C[C@H]5C(=O)N(c6ccccc6)C(=O)[C@H]5[C@H]4[C@@]12Cc1ccccc1)[C@H]1C(=O)N(c2ccccc2)C(=O)[C@H]1[C@H]3C	5	0.9	-16	2	3	0	-4	-13	1.7
Cn1c(=O)oc2cc(S(=O)(=O)N3CCCC3)ccc21	0	-1.0	-11	-5	1	-1	-5	-1	0.1
CC(CCc1ccccc1)NC(=O)CN1CCN(c2ccc(O)cc2)CC1 (configuration not stated)	1	-0.6	-11	-3	8	-16	-2	-16	-0.9
Cc1ccccc1-c1nc2ccccc2[nH]1	0	-1.5	-6	10	3	-13	-1	-7	-0.6
COc1cc(CN(CCc2c(C)[nH]c3ccc(C)cc23)C(=S)NC(C)(C)C)cc(OC)c1OC	9	13	-9	1	6	5	-1	-9	9.2
Cc1ccc(S(=O)(=O)N(C)CC(=O)NCC(=O)Nc2ccc(F)c(F)c2F)cc1	-1	-0.1	-19	-6	3	5	-4	3	0.1
COc1ccc(/C=C2\SC(=O)N(CCNC(=O)Cc3coc4cc(OC)ccc34)C2=O)cc1	6	-0.3	-29	8	-7	19	-3	-5	-0.7
Cc1ccc(C)c(Sc2ccc(NC(=O)CCl)cc2)c1	2	-0.1	3	.	.	8	.	-11	0.9
CC(c1ccccc1)n1cnc2ccccc2c1=O (configuration not stated)	-1	-0.3	-5	-21	7	3	-2	-2	0.6
COc1ccc2nc(N3C(=O)CC(Cc4ccc(Cl)cc4)C3=O)sc2c1 (configuration not stated)	0	-0.8	-22	6	-2	19	-8	-4	-0.5
